Screens from PubChem.
GPR55 activation: GPR55 agonists via beta-arrestin recruitment, primary screen, imaging, U2OS cells, beta-arrestin-GFP redistribution (AID 1961) | U2OS GPR55 beta-arrestin-GFP redistribution imaging; higher % means a stronger effect | one-dose activation, % at 10 µM; EC50 in µM for titrated hits | 290,000 compounds, 0.048% hits;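 active = activation above 40% with more than 50 cells counted in the well; inconclusive = wells holding fewer than 50 cells, flagged as toxic or sparse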;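 also: U2OS osteosarcoma cells stably expressing GPR55 and beta-arrestin-GFP; plate controls were DMSO negative control for no effect and LPI positive control for full effect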
GPR35 arrestin U2OS: GPR35 antagonists blocking zaprinast-driven arrestin recruitment, primary screen, imaging, U2OS, beta-arrestin-GFP, zaprinast agonist (AID 2058) | U2OS GPR35 beta-arrestin-GFP translocation imaging, zaprinast antagonism; higher % means a stronger effect | one-dose inhibition, % at 10 µM; IC50 in µM for titrated hits | 290,000 compounds, 0.052% hits;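 active = inhibition of at least 50% with at least 30 cells and total cytoplasm GFP at most 10,000,000; inconclusive = under 30 cells or total GFP of 10,000,000 plus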
Hep lipid drop: hepatic lipid droplet formation modulation; AML12 mouse hepatocytes, oleate lipid droplets, BODIPY imaging; AID 1656; inhibition, % at 6.5 µM; 240,000 compounds, 0.4% hits;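 active = lipid droplet intensity inhibited by at least 50%, with more than 500 cells counted; inconclusive = wells with under 300 cells, treated as cytotoxic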
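Assay system: AML12 hepatocytes (mouse); Probe or stimulus: oleic acid at 100 µM to induce lipid droplet formation; Dosing: compound at 6.5 µM only; Schedule: compound with oleate, overnight; Detection: fluorescence imaging, 20x objective, two fields per well; Measure: % inhibition of lipid droplet signal.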
GPR55 LPI antagonism: inhibition of LPI-stimulated GPR55 beta-arrestin translocation – imaging, U2OS, beta-arrestin-GFP, LPI agonist, primary screen (AID 2013); U2OS GPR55 beta-arrestin-GFP translocation imaging, LPI antagonism; higher % means a stronger effect; inhibition, % at 10 µM; hits with a dose series show IC50 in µM; 290,000 compounds, 0.13% hits;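 active = spots per cell inhibited over 60%, with over 100 cells counted and total cytoplasm intensity under 500,000; inconclusive = wells with under 100 cells, flagged as likely toxic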;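 also: U2OS cells stably carrying GPR55 and arrestin-GFP stimulated by 5 µM LPI near EC80; imaged beta-arrestin-GFP aggregate spots per cell after agonist stimulation; plate controls were LPI-stimulated DMSO wells for no effect and DMSO wells without LPI for full effect; some results filed as inactive read as strong as hits; confirmed hits need IC50 under 10 µM and bright autofluorescent wells are also inconclusive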
Rac1 GTP hydrolysis: MgcRacGAP GTPase-activating activity inhibitors, confirmation, biochemical, ADP Hunter fluorescence. MgcRacGAP-stimulated Rac1 GTP hydrolysis, ADP Hunter fluorescence; higher % means a stronger effect; GST-tagged Rac1 F28L mutant substrate. inhibition, % at 30 µM, or IC50 in µM where a hit was titrated. 340,000 compounds, 0.6% hits. AID 624330;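 active = first-screen hits whose inhibition reached a set limit at any dose in the follow-up dose series; inconclusive = inhibition above the set first-screen limit but never retested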;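 also: fluorescence reports GDP produced by GAP-driven GTP hydrolysis; strong numbers were not always called active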
T cell modulator: T cell immune modulators affecting CD8 T cell-vesicle binding; 2C CD8+ T cell-vesicle binding, flow cytometry; hits give low values; calls only at 7 µM; 330,000 compounds, 0.068% hits; AID 2052;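 active = response, share of CD8 T cells binding vesicles, and their 90th percentile fluorescence all below set limits, cut at about 80% in these data, passing the limit was not always enough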
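material = purified 2C TCR transgenic mouse naive CD8+ T cells | controls = Unloaded micro-vesicles (low), QL9 vesicles with 0.7% DMSO (high) | detection = cytometric PE anti-B7-1 and Alexa647 anti-CD8 signals after 1% paraformaldehyde fixation | incubation = binding step 1.5 h, 37 °C, antibody labelling 20 min, ice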
NTR1 ag: NTR1-driven beta-arrestin-GFP spot formation – imaging, U2OS cells, high content, primary screen (AID 493036); 330,000 compounds, 0.17% hits; activation, % at 20 µM; P30989; agonist mode;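 active = activation at or above 40% of the spot to cytoplasm intensity ratio, with at least 20 cells analyzed; inconclusive = wells under 20 cells, flagged as cytotoxic or low count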;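 also: 0% = DMSO without peptide and 100% = 100 nM NTR1 peptide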
Target sequence (P30989 whole entry, looked up): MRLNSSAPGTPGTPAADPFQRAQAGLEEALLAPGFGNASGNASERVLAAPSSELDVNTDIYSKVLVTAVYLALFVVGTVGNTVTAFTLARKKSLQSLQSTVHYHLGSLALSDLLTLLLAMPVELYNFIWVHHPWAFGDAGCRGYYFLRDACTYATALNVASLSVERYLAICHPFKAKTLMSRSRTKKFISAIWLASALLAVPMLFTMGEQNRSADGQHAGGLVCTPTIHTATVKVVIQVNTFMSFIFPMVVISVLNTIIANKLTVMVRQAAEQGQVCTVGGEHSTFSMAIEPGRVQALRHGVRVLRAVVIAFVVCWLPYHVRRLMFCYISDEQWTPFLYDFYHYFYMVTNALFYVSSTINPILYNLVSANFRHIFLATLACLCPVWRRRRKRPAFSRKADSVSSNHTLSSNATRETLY
LYP inhibition: inhibitors of LYP phosphatase, biochemical, fluorescence intensity, uHTS (AID 1779); recombinant LYP phosphatase, fluorescence intensity; higher % means a stronger effect; inhibition, % at 11.5 µM, or IC50 in µM where a hit was titrated; 290,000 compounds, 0.054% hits; in the data active = inhibition above about 50%;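 also: plate controls were vehicle with enzyme for no effect and no enzyme for full effect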
Large T inhibition: TAg ATPase/helicase activity blockers – biochemical (AID 1903) | SV40 large T antigen ATPase/helicase inhibition assay; higher % means a stronger effect | inhibition, % at 20 µM; hits with a dose series show IC50 in µM | 310,000 compounds, 0.39% hits; in the data active = a potency from the dose series; inconclusive = inhibition mostly from about 32% at the one dose, without a potency; inactive = the rest, 99 in 100 with inhibition below about 32%; also: strong numbers were not always called active
Hep lipid drop cells 6.5 µM: also measured in Hep lipid drop; calls as there; cell count; measured here: cell count, cytotoxicity flag;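 cells counted across two imaged fields per well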
T cell modulator vesicle-bound %: also measured in T cell modulator; calls as there; double positive events, %; measured here: CD8+ vesicle-bound cell fraction;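 binding gate set so that unloaded-vesicle control wells show 10% double positive cells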
NTR1 ag cell count 20 µM: also measured in NTR1 ag; calls as there; cell count; measured here: cell count, cytotoxicity flag
Numbers without * were called inactive; i = inactive; ? = inconclusive; · = not tested or not shown.

SMILES	GPR55 activation	GPR35 arrestin U2OS	Hep lipid drop	Hep lipid drop cells 6.5 µM	GPR55 LPI antagonism	Rac1 GTP hydrolysis	T cell modulator	T cell modulator vesicle-bound %	NTR1 ag	NTR1 ag cell count 20 µM	LYP inhibition	Large T inhibition
CN1CCN(c2nc(Nc3ccc(O)cc3)nc3ccccc23)CC1	0.8%	5%	4	685	-3%	?	i	21	0.5	47	-9%	8.6µM*
COc1ccc(OC)c(/C=N/NC(=O)Cn2ccnc2C)c1	-0.1%	-1%	-6	708	2%	9%	i	48	-0.7	55	-12%	15%
OCCNc1nc2ccccc2nc1NCCO	-0.1%	5%	21	687	12%	4%	i	12	-0.4	63	-5%	5%
O=C(Nc1nnc(CCN2CCCCC2)s1)c1ccccc1Cl	0.0%	-3%	-2	705	-4%	8%	i	52	-2.4	45	1%	21%
O=C(CN1CCN(C(c2ccccc2)c2ccccc2)CC1)N1CCOCC1	1.1%	-9%	·	·	1%	17%	i	44	1.7	49	-17%	2%
Oc1[nH]c2ccccc2c1C=Nc1ccccc1	-0.2%	-2%	20	743	-2%	11%	i	33	3.0	48	-7%	15%
CCOc1cc(/C=N/O)cc(Br)c1OC	-0.2%	4%	·	·	14%	4%	i	26	0.6	56	-5%	-4%
NC(=O)CC(NC(=O)c1ccc(Br)cc1)c1ccc(N2CCCCCCC2)c([N+](=O)[O-])c1 (centres undefined)	-0.3%	-6%	·	·	-1%	9%	i	28	9.3	57	-10%	8%
C=CCn1c(=O)c2c(C)c(C)sc2n2c(Nc3ccc(OC)cc3)nnc12	-0.1%	2%	4	738	-7%	10%	i	40	1.4	64	-3%	10%
O=C(COc1ccc(F)cc1)Nc1c(C(=O)N2CCC(N3CCCCC3)CC2)oc2ccccc12	0.0%	15%	-11	673	15%	-9%	i	26	0.7	63	-6%	6%
O=C(NC(NC(=S)Nc1ccc(Cl)c(Cl)c1)C(Cl)(Cl)Cl)c1ccco1 (centres undefined)	0.2%	14%	·	·	7%	61%	i	32	5.8	36	12%	5%
Cc1cc(C(=O)O/N=C(\N)c2ccc(C(C)(C)C)cc2)no1	0.6%	-8%	8	754	-16%	·	i	42	0.9	50	-1%	6%
COc1ccc(CN2CCNC(=O)C2CC(=O)N(C)Cc2ccon2)c(OC)c1 (centres undefined)	-0.1%	1%	-2	663	8%	4%	i	55	1.2	53	-6%	21%
CCCn1c(N)c(N(CCOC)C(=O)c2ccccc2)c(=O)[nH]c1=O	-0.2%	6%	-4	749	3%	8%	i	29	0.0	44	-4%	7%
CC(C)c1ccc(/C=N/N2CCCCC2)cc1	0.3%	-5%	-4	689	7%	220µM*	i	13	0.6	38	-5%	28%
CS(=O)(=O)N(CC(=O)Nc1ccc2c(c1)OCCO2)Cc1ccc(Cl)cc1	0.1%	-9%	0	665	2%	2%	i	38	-1.4	50	0%	1%
Cc1cccc(OCCSc2nc3c([nH]2)c(=N)ncn3Cc2ccccc2)c1	-0.3%	-7%	-14	733	6%	12%	i	36	2.4	36	3%	6%
O=C(NC(=S)Nc1ccccc1Br)C1CC1	-0.1%	-9%	-6	731	-3%	6%	i	14	1.0	63	-10%	12%
O=C(/C=C/c1ccco1)Nc1nc(-c2ccc(F)c(F)c2)cs1	0.2%	-7%	-47	349	-11%	·	i	14	9.9	62	4%	8%
Cc1ccc2nc(SCC(=O)NC3CCCCC3)nc(=O)n2c1	·	·	·	·	·	2%	i	59	-1.1	61	·	24%
CCC(C)(C)NC(=O)C(c1ccc(F)cc1)N(Cc1cccc(OC)c1)C(=O)c1cnccn1 (centres undefined)	-0.1%	2%	-8	577	14%	1%	i	35	0.7	22	-1%	·
CCCCCCC(=O)Nc1c2c(nc3ccccc13)N(C)CC2	-0.2%	-8%	28	721	-8%	3%	i	62	1.4	68	-6%	4%
COc1ccccc1C(=O)NC(=S)Nc1ccc(N2CCOCC2)c(Cl)c1	0.1%	-1%	2	756	16%	7%	i	25	7.1	41	0%	-3%
O=C(CCN1CCN(S(=O)(=O)c2ccc(Cl)cc2)CC1)Nc1ccc(F)cc1	-0.2%	-4%	-20	669	-28%	13%	i	15	-0.8	47	-2%	-1%
O=C(NNC(=O)c1ccc(Cl)cc1Cl)c1cccs1	-0.4%	-6%	-3	718	-7%	3%	i	30	-0.4	93	-2%	7%
C=CCNC(=O)c1ccc(Sc2ccccc2)c([N+](=O)[O-])c1	0.2%	-9%	·	·	29%	8%	i	32	2.1	66	-6%	-4%
CC(C)(C)Sc1ccccc1S(=O)(=O)C(C)(C)C	-0.2%	6%	6	638	-1%	1%	i	14	-1.9	47	-6%	9%
Cc1ccc(-n2cccc2/C=C2/C(=N)N3C(=NC2=O)SN=C3S(C)(=O)=O)cc1Cl	-0.4%	2%	-4	582	7%	28%	i	44	·	·	5%	?
Cc1sc2nc(SCc3nc(-c4cccs4)no3)n(-c3ccccc3)c(=O)c2c1C	-0.1%	22%	·	·	8%	1%	i	67	3.5	56	1%	21%
COc1ccc(OC(=O)COc2ccc(C)cc2)cc1	-0.1%	-1%	10	615	5%	30µM*	i	22	2.1	63	-3%	24%
CC(C)CN1CCN(C2CCN(C(C)C)CC2)C(CCO)C1 (centres undefined)	0.1%	11%	-12	676	-1%	·	·	·	·	·	-9%	5%
CC(OC(=O)CCCc1nc2ccccc2s1)C(N)=O (centres undefined)	0.0%	6%	-4	781	-17%	3%	i	57	-0.3	32	-3%	1%
CCN(CC)C(=O)Cn1cc(S(=O)(=O)CC(=O)Nc2ccccc2C)c2ccccc21	0.2%	-5%	-13	706	2%	2%	i	28	0.1	52	-6%	13%
Cc1cc(-n2nnc3ccccc32)nc2ccccc12	-0.2%	2%	16	800	-4%	11%	i	39	7.3	93	-5%	15%
CN(CCc1ccccn1)C(=O)CCc1nnc(CCCc2ccccc2)o1	0.0%	8%	14	690	11%	6%	i	20	1.8	53	-3%	6%
NC1=NC2(CCN(Cc3ccccc3)CC2)n2c(nc3ccccc32)N1	-0.1%	0%	14	755	-2%	10%	i	24	0.7	94	-9%	10%
Cc1ccc(C(=O)NC(C)c2ccc(-n3ccnc3)cc2)c(C)c1 (centres undefined)	-0.1%	5%	-14	696	-9%	5%	i	71	-0.1	75	-13%	19%
CCCC(=O)N(CCN1CCOCC1)c1nc2c(F)cc(F)cc2s1	-0.2%	-9%	3	682	9%	2%	i	24	0.8	62	-1%	13%
Cc1c(C(=O)N2CCN(c3ncccn3)CC2)oc2c(Cl)cccc12	·	·	·	·	·	-7%	i	52	1.7	69	·	24%
O=C(CC(=O)N/N=C/c1c(Cl)cccc1Cl)NCc1cccnc1	-0.1%	17%	14	741	0%	5%	i	13	-0.2	64	-4%	17%

Reprinted from the part before: three compounds, followed by the next part.
SMILES	GPR55 activation	GPR35 arrestin U2OS	Hep lipid drop	Hep lipid drop cells 6.5 µM	GPR55 LPI antagonism	Rac1 GTP hydrolysis	T cell modulator	T cell modulator vesicle-bound %	NTR1 ag	NTR1 ag cell count 20 µM	LYP inhibition	Large T inhibition
CCCC(=O)N(CCN1CCOCC1)c1nc2c(F)cc(F)cc2s1	-0.2%	-9%	3	682	9%	2%	i	24	0.8	62	-1%	13%
Cc1c(C(=O)N2CCN(c3ncccn3)CC2)oc2c(Cl)cccc12	·	·	·	·	·	-7%	i	52	1.7	69	·	24%
O=C(CC(=O)N/N=C/c1c(Cl)cccc1Cl)NCc1cccnc1	-0.1%	17%	14	741	0%	5%	i	13	-0.2	64	-4%	17%
CCOC(=O)C1=C(O)CSC1=Nc1ccccc1	-0.2%	9%	·	·	-3%	12%	i	10	-0.2	43	-8%	1%
COC(=O)c1c(C(=O)OC)c2cccc3cc(-c4ccccc4)c4ccc1c4n32	0.2%	1%	14	756	-16%	15%	i	53	5.2	42	0%	4%
Cc1cccc(C)c1NC(=O)CCCSc1nnc(-c2ccc(F)cc2)n1-c1ccccc1	0.6%	-5%	18	631	10%	8%	i	43	1.3	57	-4%	1%
CCCn1c(SCc2ccccc2)nc2c1c(=O)[nH]c(=O)n2C	-0.1%	18%	-15	793	4%	11%	i	32	4.2	55	1%	1%
CC(=O)Nc1ccc(C(=O)CSc2nnnn2C)cc1	0.0%	1%	32	607	1%	0%	i	25	2.4	50	-3%	25%
COc1ccc(/C=C2\SC(=S)N(CCC(=O)NC3C=CS(=O)(=O)C3)C2=O)cc1 (centres undefined)	-0.1%	5%	-31	711	-3%	12%	i	24	0.3	46	-9%	8%
Nn1c(Cc2ccccc2F)nnc1SCC(=O)N1CC(=O)Nc2ccccc21	0.2%	-9%	12	723	-11%	6%	i	23	22	93	-4%	7%
COc1ccc(NC(=O)CN(C)C(=O)CNC(=O)Cc2cccc3ccccc23)cc1	-0.1%	6%	-28	729	14%	9%	i	18	2.2	43	-7%	18%
CCc1ccccc1NC(=O)c1ccc(NCCc2ccccc2)c([N+](=O)[O-])c1	-0.3%	8%	-21	717	9%	11%	i	5	0.0	74	11%	8%
O=C(N=C1c2ccccc2CN1c1ccc(F)c(F)c1)c1cccnc1	-0.3%	5%	2	670	-11%	-4%	i	58	3.1	90	-7%	1%
Cc1c(-c2ccccc2)[n+](=O)c(-c2ccco2)c(C)n1[O-]	-0.1%	-16%	9	738	11%	8%	i	28	-2.2	97	2%	13%
Cc1ccc(NC(=O)Nc2cccc(C)n2)c(C)c1	0.0%	5%	-10	675	-11%	10%	i	33	2.0	58	-8%	11%
COc1ccc(-c2noc(CNC(=O)CCCN3C(=O)[C@H]4CC=CC[C@H]4C3=O)n2)cc1	-0.1%	3%	-1	812	19%	-39%	i	7	-0.2	67	-9%	5%
COc1ccc(CNC(=O)C(C)NC(=O)c2cc3ccccc3o2)cc1 (centres undefined)	0.1%	3%	0	681	9%	5%	i	59	-1.3	50	0%	7%
